Screening results: PubChem, National Center for Advancing Translational Sciences (NCATS)
EPAC1 antagonist: antagonists of human EPAC1. 360,000 tested, 0.14% active. AID 720709. Potency, µM (doses to about 115 µM), for inactives: top-dose activity change, negative = inhibition, hits mostly inhibitors. EPAC1 GEF assay, Rap1b-BODIPY-GDP exchange fluorescence;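 further: potency means the concentration at half of the fitted maximal effect; plate controls were vehicle for no effect and positive control for full effect; nearly all actives have a fitted effect of over 50% in size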
GLP-1R inv ag: inverse agonists of human GLP-1 receptor. HEK293 GLP-1R CRE-luciferase, luminescence, 24 h; GLP-1R form is constitutively active. 410,000 tested, 1.6% active. AID 624417. P43220. Potency, µM (highest dose often 38.3 µM), inactives show top-dose activity change, negative = inhibition, hits mostly inhibitors; further: potency means the concentration at half of the fitted maximal effect; on the % scale 0 is the no-effect control and ±100 the full control effect; nearly all actives have a fitted effect of over 55% in size
Target sequence (P43220 whole entry, looked up): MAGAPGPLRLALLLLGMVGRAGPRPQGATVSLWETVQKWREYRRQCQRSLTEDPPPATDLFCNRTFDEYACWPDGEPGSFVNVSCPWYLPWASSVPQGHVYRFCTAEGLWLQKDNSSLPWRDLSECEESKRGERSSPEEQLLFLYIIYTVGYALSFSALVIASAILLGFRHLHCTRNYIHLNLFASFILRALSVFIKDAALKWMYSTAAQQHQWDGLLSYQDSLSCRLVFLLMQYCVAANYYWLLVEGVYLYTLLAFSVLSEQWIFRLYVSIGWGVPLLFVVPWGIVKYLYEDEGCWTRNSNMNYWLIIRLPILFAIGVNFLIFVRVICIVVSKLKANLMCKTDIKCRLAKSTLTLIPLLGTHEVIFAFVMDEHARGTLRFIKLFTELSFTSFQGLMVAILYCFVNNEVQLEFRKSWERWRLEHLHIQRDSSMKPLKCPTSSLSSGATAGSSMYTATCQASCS
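Using stably transfected HEK293 (constitutively active GLP-1R, cAMP-luciferase reporter), compounds were incubated 24 hr and luciferase measured by luminescence.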
PI5P4K alpha inh: blocks human PI5P4K alpha kinase activity; P48426; 330,000 tested, 1.2% active; PI5P4Kalpha enzyme, ADP-Glo luminescence, 60 min; stronger effect = lower value; max response, %; active means max response of -50% or lower; inconclusive means between -30% and -50%; inactive means -30% or higher; further: value at the top dose of about 77 µM; on the % scale 0 is the no-effect control and ±100 the full control effect
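PI5P4Kalpha ADP-Glo assay; 5 microM ATP final; 60 min RT reaction; HEPES pH 7.4/EGTA/CHAPS, 5% DMSO; controls lacking substrate or enzyme; luminescent end-point.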
PLK1 PBD inh: PLK1 (human) polo-box domain binding inhibition. Potency, µM, inactives show max response, negative = inhibition, most hits filed as inhibitors. 360,000 tested, 2.8% active. AID 720504. Plk1 PBD binding of FITC phosphopeptide, fluorescence polarization. P53350; further: potency means the concentration at half of the fitted maximal effect; series mostly up to about 57 µM; on the % scale 0 is the no-effect control and ±100 the full control effect; nearly all actives have a fitted effect of over 65% in size
Target sequence (P53350 whole entry, looked up, the tested form may be a part): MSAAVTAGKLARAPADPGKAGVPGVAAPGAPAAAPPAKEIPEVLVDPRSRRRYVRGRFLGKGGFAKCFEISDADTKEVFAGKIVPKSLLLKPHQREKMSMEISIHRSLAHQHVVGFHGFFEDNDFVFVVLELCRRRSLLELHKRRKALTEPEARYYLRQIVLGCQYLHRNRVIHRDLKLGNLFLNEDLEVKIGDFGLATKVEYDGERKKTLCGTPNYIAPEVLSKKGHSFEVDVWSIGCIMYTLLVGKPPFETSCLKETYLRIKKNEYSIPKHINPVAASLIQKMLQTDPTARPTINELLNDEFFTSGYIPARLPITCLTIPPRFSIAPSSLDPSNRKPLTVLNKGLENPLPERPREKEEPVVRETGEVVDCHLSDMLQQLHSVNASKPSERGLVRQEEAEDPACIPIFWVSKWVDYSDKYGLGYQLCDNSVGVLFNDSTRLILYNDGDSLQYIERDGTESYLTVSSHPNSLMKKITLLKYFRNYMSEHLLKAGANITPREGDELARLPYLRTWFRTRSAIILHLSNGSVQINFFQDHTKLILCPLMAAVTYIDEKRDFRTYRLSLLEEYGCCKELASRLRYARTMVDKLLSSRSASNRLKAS
HEK293 tox: cytotoxicity in counter-screen for GLP-1R inverse agonists. HEK293 cAMP-luciferase reporter cells, luminescence, 24 h. Potency, µM (highest dose often 38.3 µM), without a hit: at the highest dose activity change, negative = inhibition, actives largely listed as inhibitors. 410,000 tested, 0.13% active. AID 624418;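 further: loss of luciferase light is scored as toxicity; potency means the concentration at half of the fitted maximal effect; on the % scale 0 is the no-effect control and ±100 the full control effect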
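MLSMR compounds, 24 hr on cells at 37 deg C/5% CO2; luminescence after luciferase reagent (12 min RT). Inhibition counted as the undesired cytotoxic outcome.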
PTHR1 ag: PTHR1 (human) receptor agonism. Q03431. AID 743266. 410,000 tested, 0.075% active. HEK293 GP2 PTHR1 cells, GloSensor cAMP luminescence, 1 h. Potency, µM (doses to about 115 µM), without a hit: at the top dose activation, usual class: activators; further: potency means the concentration at half of the fitted maximal effect; nearly all actives have a fitted effect of over 55% in size; some results filed as inactive show a strong effect at the top dose; inactives centre near -15; many of its hits are not listed in these tables
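HEK-293-derived GP2 cells expressing PTHR1 and a GloSensor cAMP reporter, 3,000/well, plated overnight, given luciferin plus IBMX (each 0.5 mM as added) for 1 h at 37 °C, then compound for 1 h at 37 °C. Luminescence was read after 15 min at room temperature.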
EPAC1 ag: agonists of human EPAC1; O95398; 360,000 tested, 0.073% active; EPAC1 agonist qHTS, biochemical assay; response scale: 100% = response to 6.5 mM cAMP; AID 720707; Potency, µM (doses to about 154 µM), inactives show at the highest dose activation, hits mostly activators; further: potency means the concentration at half of the fitted maximal effect; nearly all actives have a fitted effect of over 60% in size
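Compounds were pinned as a concentration titration into mixtures of EPAC1 (100 nM), BODIPY-GDP-loaded Rap1B (250 nM) and GDP (50 uM). After 5 min at room temperature, fluorescence was followed for 30 min; activity was scaled to 6.5 mM cAMP.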
GLP-1R agonist: agonists of human GLP-1 receptor; 380,000 tested, 0.007% active; P43220; Potency, µM (series often up to 45.6 µM), for the others: at the top dose activation, most hits filed as activators; HEK293 GLP-1R CRE-luciferase, luminescence, 4-6 h; cells express a hypersensitive GLP-1R form; further: potency means the concentration at half of the fitted maximal effect; % of control where 0% means no effect
IL-2 act: activates IL-2 in a cell-based reporter assay; IL-2 activation reporter assay, cell-based qHTS; stimulated with anti-CD3/CD4/CD28 beads; in transgenic mouse T cells; activation, % (series mostly up to about 46 µM); 360,000 tested, 0.065% active; AID 652025; in the data active means activation above about 50%; inconclusive means mostly about 30% to 49%; further: 0% is about no effect
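Readout: EGFP and DsRed signals by fluorescent plate cytometry. Unstimulated transgenic mouse T cells received compound 60 min before antibody-bead stimulation, then incubated 18 h at 37 degrees C.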
An asterisk follows results filed as active; i = inactive; ? = inconclusive; · = not tested or not shown; & = joins results of further samples; [ ] = another dose, or the depositor's remark. Unless noted, the call rests on the fitted dose curve; in most records, active means well fitted curve in the direction sought with a large enough effect; inconclusive means small, poorly fitted or top-dose-only effect, or another doubt; inactive means no such curve, though single readings can be large; an effect the other way counts as inactive or inconclusive. This is a subset. The share of hits here may be higher or lower than overall.

SMILES	EPAC1 antagonist	GLP-1R inv ag	PI5P4K alpha inh	PLK1 PBD inh	HEK293 tox	PTHR1 ag	EPAC1 ag	GLP-1R agonist	IL-2 act
CCOC(=O)CSC1=NC(=O)/C(=C/c2ccc(Br)cc2)S1	-27.1%	-28.1%	-54.5*	0.844µM*	?	-18.8%	5.2%	-3.8%	-4.0
Cc1ccc(N2C(=O)N(CC(=O)Nc3ccc(C)cc3Cl)C(=O)C2C)cc1 (stereo not drawn)	7.6%	?	-0.1	-1.7%	-12.9%	-6.7%	9.0%	-4.9%	-1.1
O=C(NCCOC(=O)c1ccc(F)cc1)c1ccc(F)cc1	-1.9%	-6.5%	0.2	-4.3%	3.7%	2.6%	-3.5%	4.5%	-0.7
CCCCc1nc2c(C)c(N)cnc2n1Cc1cccc([N+](=O)[O-])c1	-0.8%	-5.9%	0.0	-6.2%	-1.9%	i	9.3%	19.1%	1.7
Cc1cccc(NC(=O)c2ccco2)c1C(=O)O	19.8%	4.5%	2.7	-0.6%	-1.9%	i	2.2%	-0.2%	-0.1
COc1c(F)c(F)c(C(=O)Nc2ccc(NC(=O)Cc3ccccc3)cc2)c(F)c1F	-20.9%	4.7%	4.9	-1.0%	-22.2%	i	3.6%	10.7%	-0.4
Cc1cccc(N2CCN(S(=O)(=O)c3cccc4nonc34)CC2)c1C	-8.6%	0.8%	15.7	8.4%	2.1%	-14.5%	2.0%	-1.0%	-3.7
CCn1cc(S(=O)(=O)N2CCCC2)cn1	-8.8%	14.9%	-0.2	-9.5%	-4.0%	-5.1%	6.9%	-3.7%	-2.8
COc1ccc(-n2nc(C(=O)NCC(=O)N3CCCCCC3)c3ccccc3c2=O)cc1Cl	-28.1%	-26.6%	1.0	4.9%	-26.5%	-22.6%	9.4%	20.9%	-1.2
N=C1C(c2nc3ccccc3s2)=C(O)CN1CCCO	6.9%	10.1%	-1.4	-1.8%	1.7%	-11.2%[57.5 µM]	-1.7%	-11.4%	0.3
CC1CCC(NC(=O)N(CCCl)N=O)CC1 (stereo not drawn)	-8.4%	-3.2%	5.9	-16.8%	3.1%	-21.4%	-3.7%	13.9%&3.6%	-0.2
O=C(Cc1ccc(S(=O)(=O)N2CCOCC2)s1)Nc1cc(C(F)(F)F)cc(C(F)(F)F)c1	?	?	9.2	-9.6%	?	-89.3%[inhibitor]	-19.8%	-4.7%	-0.5
COc1cccc(CSc2nc3sc(C)c(C)c3c(=O)n2Cc2ccco2)c1	-12.8%	0.0%	·	-10.2%	6.4%	i	0.0%	11.7%	-0.1
CCN1CCN(C(=O)C2CCCN(S(=O)(=O)c3ccc(OC)c(OC)c3)C2)CC1 (stereo not drawn)	4.2%	2.1%	0.5	-7.8%	-4.7%	i	8.2%	2.7%	-0.2
O=C(COC(=O)c1ccc(Br)cc1)Nc1ccccc1Br	-12.6%	12.5%	3.3	-0.5%	3.7%	i	-0.9%	8.8%	-0.4

Full records, looked up by structure. Screens in order: EPAC1 antagonist, GLP-1R inv ag, PI5P4K alpha inh, PLK1 PBD inh, HEK293 tox, PTHR1 ag, EPAC1 ag, GLP-1R agonist, IL-2 act
CCOC(=O)CSC1=NC(=O)/C(=C/c2ccc(Br)cc2)S1 is entered as -27.1%, -28.1%, -54.5*, 0.844µM*, ?, -18.8%, 5.2%, -3.8%, -4.0
Cc1ccc(N2C(=O)N(CC(=O)Nc3ccc(C)cc3Cl)C(=O)C2C)cc1 (stereo not drawn) is entered as 7.6%, ?, -0.1, -1.7%, -12.9%, -6.7%, 9.0%, -4.9%, -1.1

Next structures
SMILES	EPAC1 antagonist	GLP-1R inv ag	PI5P4K alpha inh	PLK1 PBD inh	HEK293 tox	PTHR1 ag	EPAC1 ag	GLP-1R agonist	IL-2 act
Cc1cc(C)c(C)c(OCCCOc2cccc3cccnc23)c1	-2.1%	?	1.3	-0.1%	-9.6%	-32.4%[inhibitor]	6.3%	-0.2%	-2.0
Cc1ccc(C)c(OCC(=O)N2CCOCC2)c1	-1.1%	-9.0%	1.0	-9.1%	2.5%	i	-7.4%	-8.9%	-3.0
CS(=O)(=O)c1ccc(C(=O)Nc2ccc(N3CCOCC3)cc2)c(Cl)c1	0.7%	18.7%	0.0	-8.2%	-3.3%	-10.2%	-9.7%	-1.0%	0.7
COc1ccc(-c2nc3ccccc3c(=O)n2NC(=O)c2cccnc2Cl)cc1OC	-17.4%	7.6%	1.4	-7.8%	3.3%	i	5.9%	0.9%	3.2
NC(=O)Nc1ccccc1C(=O)Nc1ccc2ccccc2c1	15.2%	13.4%	2.4	2.2%	13.6%	-3.6%	8.8%	-4.7%	-0.4
Cc1cccc(NC(=O)CN2CCCCCC2)c1	21.9%	0.6%	5.3	2.2%	-11.1%	-3.2%	6.8%	9.9%	2.1
CSc1nc(-c2ccco2)nn1C(=O)c1cccs1	-13.7%	8.2%	-5.5	?	6.4%	3.3%	10.7%	-3.3%	0.1
CC1(c2ccc3noc(-c4ccccc4)c3c2)OCCO1	-13.1%	-9.9%	3.6	-2.1%	-7.6%	-37.8%[inhibitor][57.5 µM]	0.0%	-8.1%	-0.6
O=C(Nc1ccc(N2CCOCC2)nc1)c1c(F)cccc1F	5.6%	-13.1%	0.2	0.8%	-3.2%	-0.7%	1.3%	1.5%	1.2
O=C1CC(N2CCN(c3ccc(O)cc3)CC2)C(=O)N1Cc1cccs1 (stereo not drawn)	3.3%	?	-6.5	-3.8%	-5.9%	i	4.5%	-2.4%	0.3
CCOCCCNC(=O)CCn1nc(-c2ccc(Cl)cc2)ccc1=O	3.9%	-3.7%	0.5	-18.9%	-3.2%	8.4%	2.9%	4.1%	-0.2
CCCCNC(=O)N1CCOCCOCCN(C(=O)NCCCC)CCOCC1	12.1%	12.9%	4.9	-3.1%	-9.8%	-9.7%[57.5 µM]	5.9%	13.4%	0.4
CN(c1cccc(Cl)c1)S(=O)(=O)c1cccc(C(=O)NC2=NCCS2)c1	-24.5%	?	6.4	-7.7%	-14.2%	-7.0%[57.5 µM]	27.2%	-4.4%	-0.3
Cc1nn(CCO)c2nc(-c3cccs3)cc(C(F)(F)F)c12	-32.3%	-14.0%	12.1	-7.3%	-0.6%	i	-3.8%	17.9%	-3.5
O=S(=O)(c1ccccc1)[C@@]1(c2ccccc2)C[C@@H]2ON=C(c3cccc(-c4ccccc4)c3)[C@@H]2C1	1.1%	?	4.7	0.0%	9.3%	-16.1%	5.1%	2.5%	0.9

The final three compounds of the section before open the next one:
SMILES	EPAC1 antagonist	GLP-1R inv ag	PI5P4K alpha inh	PLK1 PBD inh	HEK293 tox	PTHR1 ag	EPAC1 ag	GLP-1R agonist	IL-2 act
CN(c1cccc(Cl)c1)S(=O)(=O)c1cccc(C(=O)NC2=NCCS2)c1	-24.5%	?	6.4	-7.7%	-14.2%	-7.0%[57.5 µM]	27.2%	-4.4%	-0.3
Cc1nn(CCO)c2nc(-c3cccs3)cc(C(F)(F)F)c12	-32.3%	-14.0%	12.1	-7.3%	-0.6%	i	-3.8%	17.9%	-3.5
O=S(=O)(c1ccccc1)[C@@]1(c2ccccc2)C[C@@H]2ON=C(c3cccc(-c4ccccc4)c3)[C@@H]2C1	1.1%	?	4.7	0.0%	9.3%	-16.1%	5.1%	2.5%	0.9
Cc1ccccc1N1CCN(CCCN2C(=O)C3CCCCN3C2=O)CC1 (stereo not drawn)	15.2%	-24.5%	6.2	-10.0%	18.8%	i	0.7%	2.4%	0.5
CSc1ccc(/C=C/c2ccc3cccc(O)c3n2)cc1	-4.0%	-27.5%	-1.0	-28.2%	9.5%	-31.3%[inhibitor]	1.6%	0.1%	5.1
COc1ccc(C(=O)Oc2ccc(Br)cc2C(=S)N2CCOCC2)cc1	-18.8%	?	2.5	-21.2%	-1.5%	11.6%	5.1%	5.0%	-1.0
CCOC(=O)C1=CCN(S(=O)(=O)c2ccc(C)cc2)C1c1ccccc1F (stereo not drawn)	-10.1%	-28.4%	8.2	1.6%	3.1%	-17.5%	14.1%	9.8%	-0.2
Cc1nnc(SCc2nc3sc(C(=O)O)c(C)c3c(=O)[nH]2)s1	11.1%	14.5%	-61.7*	-21.3%	16.9%	-10.9%	0.3%	7.1%	-3.9
OC(c1ccccc1)(c1nc(/C=C/c2ccc(C(F)(F)F)cc2)cs1)C(F)(F)F (stereo not drawn)	?	7.94µM*	6.7	1.4%	?	-6.4%	-18.0%	-2.0%	-1.0
c1ccc(Nc2nnc(-c3cccnc3)s2)cc1	0.9%	22.5%	-11.4	5.3%	0.7%	-32.6%[inhibitor]	-2.6%	1.3%	-1.0
Cc1c(C(=O)NC2=NCCS2)oc2ccccc12	10.7%	-4.7%	·	-3.9%	3.8%	-28.2%[57.5 µM]	-11.6%	-3.7%	-2.2
CCc1cc(-c2n[nH]c(=S)n2CC(C)C)cs1	-0.6%	?	-10.9	-22.8%	-27.2%	i	-4.4%	22.4%	-1.0
O=C(Nc1ccc(F)cc1F)N1CCCN(CCOc2ccccc2)CC1	-3.6%	-29.8%	2.2	-9.5%	2.1%	i	1.4%	9.0%	-0.2
CC(=O)c1cccc(NS(=O)(=O)c2ccc(-c3cc(C)no3)s2)c1	?	1.7%	0.5	-3.4%	-24.5%	-4.0%	12.8%	-3.5%	-0.5
CS(=O)Cc1cc(Sc2ccccc2)nc(-c2ccncc2)n1 (stereo not drawn)	-0.5%	77.2%[activator]	-4.9	-2.7%	16.5%	i	4.9%	21.0%	0.4
